RGS12 GoLoco inh = RGS12 GoLoco-Gai1 interaction inhibition. Potency, µM (doses to about 61.6 µM), for the others: at the highest dose activity, negative = inhibition, actives largely listed as inhibitors. AID 880. 230,000 compounds, 0.44% hits. Gai1:RGS12 GoLoco peptide FP, rhodamine, 10 min. P63096; active = well fitted inhibition curve with a large enough effect, not every such curve was filed as active; inactive = no such curve, though single readings can be large or run the other way; also: % is scaled to controls: 0 for no effect and ±100 for the full control effect; nearly all actives have a fitted effect of over 30% in size; many of its hits are not listed in these tables
Target sequence (P63096 whole entry, looked up): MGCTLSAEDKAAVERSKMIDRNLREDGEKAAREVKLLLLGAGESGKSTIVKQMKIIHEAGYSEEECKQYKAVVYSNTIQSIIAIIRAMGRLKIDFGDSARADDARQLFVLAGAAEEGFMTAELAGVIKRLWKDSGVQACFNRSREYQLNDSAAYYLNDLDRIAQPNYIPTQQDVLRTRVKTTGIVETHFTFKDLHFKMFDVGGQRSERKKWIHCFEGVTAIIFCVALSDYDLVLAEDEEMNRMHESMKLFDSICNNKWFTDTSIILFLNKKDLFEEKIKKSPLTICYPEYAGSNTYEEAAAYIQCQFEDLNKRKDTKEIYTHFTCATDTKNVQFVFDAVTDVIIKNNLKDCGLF
GAA spleen mod = inhibitors or activators of human alpha-glucosidase in spleen homogenate; P10253; human spleen homogenate, 4-MU-alpha-glucoside fluorescence; Potency, µM (highest dose often 79.9 µM), without a hit: at the top dose activity change, negative = inhibition, usual class: inhibitors; 240,000 compounds, 0.006% hits; AID 2112;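 also: 0% = enzyme with vehicle and -100% = no enzyme basal signal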
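AC50 values come from Hill-equation fits of concentration-response data, normalized to no-enzyme and full-activity controls. Enzyme source: 1 ug human spleen homogenate; 1 mM fluorogenic 4-MU glucoside, pH 5.0 citrate buffer, 37 C, 40 min.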
GAA glycogen = alters human alpha-glucosidase cleavage of glycogen | P10253 | 300,000 compounds, 0.38% hits | recombinant GAA, glycogen substrate, Amplex Red glucose oxidase fluorescence | Potency, µM (top dose mostly 76.4 µM), inactives show top-dose activity change, negative = inhibition, hits mostly inhibitors;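 also: 0% = full enzyme reaction and -100% = no-enzyme basal signal; the screen sought inhibitors and activators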
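Natural-substrate format: glycogen cleavage by 4 nM human enzyme, glucose read by Amplex Red coupling (Ex 573, Em 610 nm). Normalized to enzyme and no-enzyme controls.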
GAA inh = blocks human lysosomal alpha-glucosidase. P10253. purified human GAA, 4-MU-alpha-glucoside fluorescence. Potency, µM (top dose mostly 76.9 µM), for inactives: at the top dose activity change, negative = inhibition, actives largely listed as inhibitors. 200,000 compounds, 0.005% hits. AID 1466;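 also: plate controls were uninhibited enzyme wells for no effect and no-enzyme background for full effect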
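Endpoint fluorogenic read: 20 min room-temperature reaction of 4 nM human alpha-glucosidase with 400 uM 4-methylumbelliferyl-alpha-D-pyranoside, pH 5.0, quenched with 1M NaOH/1M glycine pH 10. AC50 from Hill modeling.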
IMPase Li inh = cell-permeable IMPase inhibitors with lithium potentiation; CHO-M1 cells, IP1 TR-FRET (IP-One), carbachol + lithium; Potency, µM (top dose mostly 59.4 µM), without a hit: top-dose activity, negative = IMPase inhibition, hits mostly inhibitors; 210,000 compounds, 0.35% hits;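 also: IP1 builds up when IMPase is blocked and the TR-FRET signal falls; plate controls were basal vehicle for no effect and high inhibitor control for full effect; nearly all actives have a fitted effect of over 50% in size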
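Readout is a homogeneous TR-FRET IP1 immunoassay (Ex 320, Em 665 and 620), where raised cytosolic IP1 lowers signal. Cells were CHO-M1 treated 30 min at 37C with test compounds plus a little lithium; AC50 values came from Hill-equation fitting.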
HttQ103 aggreg = reduces HttQ103-GFP aggregates in PC12 cells; 220,000 compounds, 1.1% hits; Potency, µM (doses to about 46.1 µM), for the others: at the highest dose activity change, negative = inhibition, usual class: inhibitors; PC12 HttQ103-GFP aggregates, Acumen cytometry, 40 h; also: % is scaled to controls: 0 for no effect and ±100 for the full control effect; nearly all actives have a fitted effect of over 60% in size
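Quantitative HTS on tebufenozide-induced (100 nM) PC12 cells stably expressing polyQ103 Huntingtin exon 1–GFP. Reduction of bright GFP aggregates, detected by laser scanning cytometry after lysis, identified actives across the titration.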
HTT ATP protect = cytoprotection in Huntington HTT-Q103 PC12 cell model. PC12 HTT-Q103 induced, cytoprotection, ATP luminescence, 40 h. Potency, µM (series often up to 56.4 µM), for inactives: cytoprotection (ATP increase), hits mostly activators. 230,000 compounds, 0.14% hits. AID 1471;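 also: % of control where 0% means no effect; nearly all actives have a fitted effect of over 45% in size; toxic huntingtin expression switched on by the ecdysone agonist tebufenozide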
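Compounds added alongside 100 nM tebufenozide, which induces toxic Q103 huntingtin exon 1-GFP in stable PC12 cells; surviving cells quantified by luminescent ATP measurement. Medium: phenol red-free DMEM, 5% equine and 5% calf serum.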
* = called active by the depositor; ? = inconclusive; nt = no result given; & = joins results of further samples; [ ] = remark or other dose. Unless noted, calls follow the shape of the dose curve; as a rule, active = well fitted curve in the direction sought with a large enough effect; inconclusive = small, poorly fitted or top-dose-only effect, or another doubt; inactive = no such curve, though single readings can be large; an effect the other way counts as inactive or inconclusive. Potency is read from the fitted curve at half-maximal effect. This is a subset; the hit share may differ from the screen's.

Compound | RGS12 GoLoco inh | GAA spleen mod | GAA glycogen | GAA inh | IMPase Li inh | HttQ103 aggreg | HTT ATP protect
CCOC(=O)CSc1nnc([C@H](CC(C)C)NC(=O)OC(C)(C)C)o1 | -1% | 3% | -2% | -4% | -1% | -3% | 6%[0.074 µM]
CCOC(=O)c1ccc(CNC(=O)c2cc(C(C)(C)C)oc2C)o1 | -3% | 3% | 1% | -7% | 4%[38.3 µM] | -8% | -10%[0.074 µM]
CCC(=O)N=C1SC2CS(=O)(=O)CC2N1c1cccc(OC)c1 (stereo not drawn) | 1% | 0% | -10% | -6% | 20%[38.3 µM] | -3% | -21%
CCOC1(OCC)N=C(N)C2(C#N)C(c3ccc(NC(C)=O)cc3)C12C#N (stereo not drawn) | 7% | 5% | -13% | 4% | -3%[38.3 µM] | 4% | -2%
O=c1c2ccccc2nc(SCc2ccccc2Cl)n1Cc1ccccc1 | -11% | 6% | -4% | -4% | 16%[38.3 µM] | -4% | 3%
CC(=O)C1=C(C)NC(SCC(=O)c2cc(Cl)ccc2Cl)=C(C#N)C1c1ccco1 (stereo not drawn) | 50%[activator] | 9% | ? | -6% | -1%[38.3 µM] | ? | -4%
Cc1cccc(-c2noc(CCCC(=O)N3CCOCC3)n2)c1 | 5% | -6% | 2% | -11% | 26%[38.3 µM] | -25% | 21%
CCOC(=O)c1cc2n(c1/N=C/N(C)C)-c1ccccc1C2=O | 25µM* | -7% | 9% | 0% | -28%[38.3 µM] | 4% | -8%[10 µM]
CC1(C)Oc2ccc(C(=O)NC3CCCC3)cc2N(CC(=O)N2CCOCC2)C1=O | 3% | 1% | 0% | 6% | -10%[38.3 µM] | 15% | -16%
N#Cc1c(NC(=O)c2cc([N+](=O)[O-])ccc2N2CCOCC2)sc2c1CCCC2 | -9% | 0% | -2% | 4% | 1% | -12% | 1%[10 µM]
COc1ccccc1NS(=O)(=O)c1cc(NC(=O)c2ccco2)ccc1N1CCOCC1 | 5% | 1% | -3% | 5% | 10% | 20% | -16%
Cc1cc(C=O)c2c(c1)C=CC1(Oc3ccccc3C(=O)N1C)O2 (stereo not drawn) | -12% | -25% | -6% | 0% | 7% | -23% | 4%[10 µM]
Cc1ccc(OCCCC(=O)Nc2ccc3c(c2)OCO3)cc1 | -6% | 6% | -3% | -11% | 7%[38.3 µM] | 10% | -9%[10 µM]
O=C(O)Cc1ccc(S(=O)(=O)Nc2ccccc2C(=O)O)cc1 | 2% | 3% | -10% | -5% | -9% | -10% | -2%
COc1ccc(C(=O)Nc2oc(-c3ccccc3)c(-c3ccccc3)c2C#N)cc1 | 9% | -3% | ? | 6% | 7%[38.3 µM] | ? | -62%[inhibitor]
Cc1ccc(C(=O)Nc2ccccc2C(=O)NCc2ccccc2)cc1 | 7% | 2% | -3% | -9% | 9% | 14% | -1%[1.9 µM]
O=C(NNC(=S)Nc1cccc(C(F)(F)F)c1)c1ccccc1Cl | 6% | 0% | 1% | -2% | -2% | ? | 17%[10 µM]
Cc1ccc(N2C(=O)/C(=C/c3cccnc3)SC2=S)cc1 | 22% | 1% | 2% | -9% | 0% | -15% | 13%[0.074 µM]
CCCn1c(=O)c2[nH]c(C3CCCC3)nc2n(CCC)c1=O | 2%&12%&4%&-4%&5% | -11%&1%&-8%&-5%&3% | 8% | 6%[15.4 µM] | -1%&-9%&5%&3%&7% | -6% | -15%
CCOc1ccccc1NC(=O)COC(=O)c1cccc(-c2ccc(OC(C)=O)cc2)c1 | -2% | -3% | 0% | -7% | 22% | -27% | 36%[10 µM]
CCOC(=O)/C(=N/Nc1ccccc1)Sc1nnc(CCc2ccccc2)n1-c1ccccc1 | 12% | 9% | -7% | -2% | 25% | 5% | ?
CC(C(=O)Nc1ncc2c(n1)CC(C)(C)CC2=O)N1C(=O)c2ccccc2C1=O (stereo not drawn) | 10% | 16% | 4% | 7% | 1%[38.3 µM] | 6% | -22%
COc1cc(C2CC(=O)Nc3n[nH]c(-c4ccccc4)c32)cc(OC)c1OC (stereo not drawn) | -6% | 3% | -9% | nt | nt | -38%[9.22 µM] | -2%[10 µM]
CCCCC1OC23CCCCC2C(C#N)(C#N)C1(C#N)C(=N)O3 (stereo not drawn) | 28µM* | 3% | 0% | 11% | 3% | -10% | 7%[10 µM]
O=C(CSc1nc2ccccc2o1)Nc1nc(-c2ccccc2)c(-c2ccccc2)s1 | 14% | -11% | 5% | 3% | 16% | -16% | -19%[10 µM]
N#C/C(=C\c1coc2ccc(O)cc2c1=O)C(=O)Nc1nc2ccccc2s1 | 107%[activator] | -8% | ? | nt | nt | -6%[9.22 µM] | -6%[10 µM]
NS(=O)(=O)c1ccc(NC(=O)c2ccc(CNS(=O)(=O)c3cc(C(F)(F)F)ccc3Cl)cc2)cc1 | 2% | 5% | 12% | nt | -9% | -17%[9.22 µM] | -1%[10 µM]
O=C(COC(=O)[C@@H]1CC(O)CN1S(=O)(=O)c1ccccc1[N+](=O)[O-])c1ccccc1 (stereo partly drawn) | 25% | -2% | 7% | 14% | 12% | -2% | 0%
CC(C)(C)NC(=O)c1ccc2c(c1)C1C3CCC(C3)C1C(c1ccccc1)N2 (stereo not drawn) | 8% | 0% | -4% | -4% | 10% | ? | nt
Fc1ccc(-c2nnc3n2CCCCC3)cc1 | -8% | -7% | 1% | 2% | 4% | -6% | -6%[10 µM]
Cc1ccccc1NC(=O)c1ccc(-c2ccc(Cl)cc2Cl)o1 | 4% | -14% | -4% | -10% | 5%[38.3 µM] | -1% | -20%
CCN(CC)CCCN(Cc1cc2cc(OC)c(OC)cc2[nH]c1=O)C(=O)Nc1ccccc1 | 2% | -2% | 4% | 9% | 21%[38.3 µM] | -1% | -10%
CCOc1cc(-c2noc(CCCC(N)=O)n2)cc(Br)c1OC | nt | -5% | 8% | 1% | nt | -3% | -13%
Nc1nc(-c2ccccn2)nc(N)c1Cc1ccc(Cl)cc1Cl | 2% | -4% | 5% | -3% | 1% | ? | 2%[10 µM]
O=C(NCCN1CCCCC1)c1ccc(=O)oc1 | -4% | -2% | 0% | 3% | -7%[38.3 µM] | -2% | -9%
Nc1nc(NCc2ccco2)nc(N2CCCCCC2)c1[N+](=O)[O-] | 14% | -3% | -10% | -2% | 10% | -22% | -11%[10 µM]
O=C(Nc1ccc(Cl)c(Cl)c1)Nc1cc(C(=O)NC2CC2)ccc1Cl | 6% | 1% | -1% | -1% | 17% | -11% | 21%[10 µM]
O=C(CSc1nnc(CCc2ccccc2)n1-c1ccc(Cl)cc1)NCc1ccccc1 | -5% | -7% | -21% | 0% | 56%[activator][38.3 µM] | -11% | -11%
Cc1nn(Cc2ccccc2)c(C)c1NC(=O)CSc1nc2c(c(C(F)(F)F)n1)CCc1ccccc1-2 | 3% | 2% | -9% | ? | 11% | -7% | 3%[10 µM]
C=C(C)CC(Nc1ccc(OC)cc1)c1ccco1 (stereo not drawn) | 32% | 1% | -6% | 11% | 10% | nt | nt
COc1cccc(NC(=O)COc2ccccc2C(N)=O)c1 | 5% | 6% | 5% | -5% | -18%[38.3 µM] | 15% | -3%[0.074 µM]
O=C(CSc1nccn1-c1cccc(Cl)c1)NO | 21% | 5% | -10% | 2% | -3% | 8% | 18%
O=C1c2cnc3nc(SCc4ccc(Cl)cc4)nn3c2CC2c3ccccc3CCN12 (stereo not drawn) | 2% | -1% | -2% | 10% | 4%[38.3 µM] | 0% | -15%
O=C(CCl)Nc1cccc2ncccc12 | 1% | -1% | 12% | -2% | 1% | ? | 2%[1.9 µM]
CN(C)CCCNC(=O)c1ccccn1 | 13% | 1% | -3% | -7% | 7%[38.3 µM] | -4% | 3%
C=CCNc1nc(Cl)nc(Nc2ccc(OCC)cc2)n1 | 0% | 3% | 2% | -2% | 8% | 0% | -1%[10 µM]
Cc1cc(OC(=O)c2ccc(S(=O)(=O)N3CCCCC3)cc2)c([N+](=O)[O-])c(=O)[nH]1 | -1% | -1% | 15% | -3% | 0% | 22% | nt
O=C(COC(=O)/C=C/c1cccc([N+](=O)[O-])c1)NCc1ccco1 | 10% | 8% | 5% | -1% | 9% | 9% | 3%[10 µM]

Complete entries from above.
Results for N#Cc1c(NC(=O)c2cc([N+](=O)[O-])ccc2N2CCOCC2)sc2c1CCCC2 : RGS12 GoLoco inh = -9%; GAA spleen mod = 0%; GAA glycogen = -2%; GAA inh = 4%; IMPase Li inh = 1%; HttQ103 aggreg = -12%; HTT ATP protect = 1%[10 µM]
Results for Fc1ccc(-c2nnc3n2CCCCC3)cc1 : RGS12 GoLoco inh = -8%; GAA spleen mod = -7%; GAA glycogen = 1%; GAA inh = 2%; IMPase Li inh = 4%; HttQ103 aggreg = -6%; HTT ATP protect = -6%[10 µM]

Continuation.
Compound | RGS12 GoLoco inh | GAA spleen mod | GAA glycogen | GAA inh | IMPase Li inh | HttQ103 aggreg | HTT ATP protect
O=C(Nc1ccccc1O)c1cc(S(=O)(=O)N2CCOCC2)c(Cl)cc1Cl | -1% | -8% | -5% | -4% | -4%[38.3 µM] | -13% | 10%
C/C=C/CSc1nc2c(c(=O)[nH]c(=O)n2C)n1C(C)C | 3% | -9% | 0% | 1% | 4%[38.3 µM] | -4% | -16%[10 µM]
CC(=O)NC(CCS(C)(=O)=O)C(=O)Nc1cc(Cl)ccc1Cl (stereo not drawn) | 10% | 1% | 1% | 1% | -1% | 7% | 19%[10 µM]
O=C(NCN1CCc2ccccc2C1)c1cnccn1 | -9% | -2% | -8% | -9% | -4%[38.3 µM] | 3% | -15%[10 µM]
CSc1nnc2n(C)c3c(c(=O)n12)C1(CCCC1)Cc1ccccc1-3 | 1% | 3% | -7% | 7% | -6%[38.3 µM] | -2% | -8%
Nc1c(C(=O)NCc2ccc3c(c2)OCO3)c2nc3ccccc3nc2n1CCCN1CCOCC1 | 9% | ? | 25% | 1% | -1%[38.3 µM] | ? | -23%[0.074 µM]
Cn1c2ccccc2c2c3c(c4c5ccccc5n(CCC#N)c4c21)CNC3=O | 6% | 0% | nt | nt | 3.5µM* | nt | -80%[inhibitor]
COc1cccc(CNc2cccc(C(F)(F)F)c2)c1O | 8% | 8% | ? | -3% | 9% | -26% | 24%
COC(=O)c1ccc(NC(=O)CCN2CCN(CCC(=O)Nc3ccc(C(=O)OC)cc3)CC2)cc1 | 5% | -1% | 1% | -10% | 6% | -1% | 9%[1.9 µM]
Cc1ccc(NC(=O)CSc2nc(N)cc(N)n2)cc1S(=O)(=O)N1CCOCC1 | 6% | 2% | -1% | -9% | nt | 16%[9.22 µM] | 2%[10 µM]
CN1CCN(c2nc3ccccn3c(=O)c2/C=C(\C#N)S(=O)(=O)c2ccccc2)CC1 | 7% | -8% | -4% | nt | nt | -16%[9.22 µM] | -9%[10 µM]

Bioassay records: PubChem, National Center for Advancing Translational Sciences (NCATS)
